CBFb-RUNX1 inh: CBF-beta/RUNX1 interaction disruption; AID 1477; Potency, µM (series often up to 59.8 µM), for inactives: at the top dose activity, negative = inhibition, actives largely listed as inhibitors; AlphaScreen CBFb-His/RUNX1-biotin binding, biochemical; 230,000 tested, under 10 active; also: % of control where 0% means no effect
Target sequence (Q01196 whole entry, looked up): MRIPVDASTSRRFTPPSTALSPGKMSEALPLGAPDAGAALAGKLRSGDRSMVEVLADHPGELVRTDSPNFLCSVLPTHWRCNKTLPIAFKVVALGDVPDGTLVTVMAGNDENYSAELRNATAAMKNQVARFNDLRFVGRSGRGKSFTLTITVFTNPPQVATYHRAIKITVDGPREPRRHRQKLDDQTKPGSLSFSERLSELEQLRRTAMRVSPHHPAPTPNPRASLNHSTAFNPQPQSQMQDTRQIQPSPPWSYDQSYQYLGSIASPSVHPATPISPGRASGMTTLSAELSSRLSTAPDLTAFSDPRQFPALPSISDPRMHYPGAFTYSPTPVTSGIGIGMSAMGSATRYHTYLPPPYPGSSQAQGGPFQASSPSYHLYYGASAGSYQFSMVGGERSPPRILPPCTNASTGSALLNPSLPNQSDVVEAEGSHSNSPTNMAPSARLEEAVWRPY
Target sequence (Q13951 whole entry, looked up): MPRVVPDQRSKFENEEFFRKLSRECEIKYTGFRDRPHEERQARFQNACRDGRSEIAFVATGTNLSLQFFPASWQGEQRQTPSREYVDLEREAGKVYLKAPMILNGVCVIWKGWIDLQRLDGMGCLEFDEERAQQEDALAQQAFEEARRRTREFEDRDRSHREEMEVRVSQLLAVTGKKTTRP
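AlphaScreen proximity signal reports loss of binding between His-tagged CBF-beta and biotin-labelled RUNX1, each at 30 nM. Proteins are pre-associated for 20 minutes, compounds added for 15 minutes, then beads for 90 minutes, all at ambient temperature.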
IMPase Li cell: IMPase inhibition in cells with lithium potentiation | CHO-M1 cells, IP1 TR-FRET (IP-One), carbachol + lithium | Potency, µM (series often up to 59.4 µM), without a hit: top-dose activity, negative = IMPase inhibition, usual class: inhibitors | actives 0.35% (n = 210,000);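 also: IP1 builds up when IMPase is blocked and the TR-FRET signal falls; potency is read from the fitted curve at half-maximal effect; plate controls were basal vehicle for no effect and high inhibitor control for full effect; nearly all actives have a fitted effect of over 50% in size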
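CHO cells stably expressing M1 receptor (2000/well, cultured 16–30 h) treated 30 min at 37C with compound plus low lithium. Cytosolic IP1 by TR-FRET (665/620 ratio and 620 channel) after 10 min lysis; AC50 by Hill fit.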
KinaseGlo FLuc: Kinase-Glo luciferase inhibition (counter-screen) | AID 1379 | Potency, µM (series often up to 38.3 µM), for the others: at the top dose activity change, negative = inhibition, usual class: inhibitors | Kinase-Glo luciferase, ATP luminescence, 8 min | actives 0.28% (n = 200,000); also: potency is read from the fitted curve at half-maximal effect; % is scaled to controls: 0 for no effect and ±100 for the full control effect; nearly all actives have a fitted effect of over 60% in size
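Kinase-Glo luciferase light output from ATP and luciferin was measured with 10 uM ATP, within the enzyme's linear range. Buffer: 50 mM imidazole pH 7.2, 50 mM KCl, 7 mM MgCl2, 0.01% Tween 20, 0.05% BSA; luminescence read after 8 min at ambient temperature.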
Epigenetic derep: epigenetic control regulation, reporter derepression | Potency, µM (doses to about 53.9 µM), inactives show at the highest dose GFP activation, hits mostly activators | murine LDR cells, GFP reporter derepression, 30 h | actives 0.2% (n = 280,000); also: potency is read from the fitted curve at half-maximal effect; % of control where 0% means no effect; nearly all actives have a fitted effect of over 60% in size
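GFP-positive cell count by laser-scanning cytometry (objects 20–120 um) after 30 h, 37 C compound exposure of murine LDR cells; reporter is CMV-GFP integrated at a silenced locus, inducible by HDAC or DNMT inhibitors.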
L3MBTL1 block: inhibitors of human L3MBTL1 | Q9Y468 | actives 0.66% (n = 230,000) | Potency, µM (highest dose often 57.1 µM), for inactives: at the top dose activity, negative = inhibition, hits mostly inhibitors | AlphaScreen L3MBTL1–H3K9me1 peptide binding; also: potency is read from the fitted curve at half-maximal effect; % is scaled to controls: 0 for no effect and ±100 for the full control effect; nearly all actives have a fitted effect of over 60% in size
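L3MBTL1 (50 nM) pre-complexed 30 min with biotinylated H3(1-15)K9me1 peptide (75 nM), then compounds added for 30 min at room temperature; AlphaScreen streptavidin donor/nickel chelate acceptor beads (10 ug/mL final) read after 30 min dark incubation.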
NPSR antagonist: blocks cAMP signaling of the human neuropeptide S receptor. CHO-NPSR cells, cAMP TR-FRET, antagonist mode. Potency, µM (top dose mostly 38.3 µM), inactives show top-dose activity change, negative = inhibition, usual class: inhibitors. actives 1% (n = 220,000). AID 1461; also: potency is read from the fitted curve at half-maximal effect; % is scaled to controls: 0 for no effect and ±100 for the full control effect; nearly all actives have a fitted effect of over 50% in size; many of its hits are not listed in these tables
Target sequence (Q6W5P4 whole entry, looked up): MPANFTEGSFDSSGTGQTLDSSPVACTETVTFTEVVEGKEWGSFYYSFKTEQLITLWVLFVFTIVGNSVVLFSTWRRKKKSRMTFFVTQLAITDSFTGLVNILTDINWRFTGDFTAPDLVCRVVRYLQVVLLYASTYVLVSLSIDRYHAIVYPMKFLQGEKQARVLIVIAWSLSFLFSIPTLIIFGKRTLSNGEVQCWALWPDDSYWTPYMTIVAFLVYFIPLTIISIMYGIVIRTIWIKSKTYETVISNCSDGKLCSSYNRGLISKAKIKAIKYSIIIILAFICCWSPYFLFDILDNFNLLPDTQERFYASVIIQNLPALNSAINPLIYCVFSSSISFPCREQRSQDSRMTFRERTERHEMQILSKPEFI
HTT aggregate: reduces HttQ103-GFP aggregates in PC12 cells | PC12 HttQ103-GFP aggregates, Acumen cytometry, 40 h | Potency, µM (highest dose often 46.1 µM), without a hit: at the highest dose activity change, negative = inhibition, actives largely listed as inhibitors | actives 1.1% (n = 220,000); also: potency is read from the fitted curve at half-maximal effect; % is scaled to controls: 0 for no effect and ±100 for the full control effect; nearly all actives have a fitted effect of over 60% in size
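Ecdysone-promoter PC12 model expressing HTT exon 1 Q103 fused to GFP, induced by tebufenozide at 100 nM final. Compounds titrated; aggregates sized 1–25 µm scored on a 488 nm laser cytometer.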
Starred values were filed as active, the others as inactive; ? = inconclusive; . = not tested or not shown; [ ] = dose if it differs, or a comment. Calls follow the shape of the dose curve; as a rule, active = well fitted curve in the direction sought with a large enough effect; inconclusive = small, poorly fitted or top-dose-only effect, or another doubt; inactive = no such curve, though single readings can be large; an effect the other way counts as inactive or inconclusive. The list is partial; count on the stated rates, not on these rows.

Sequence of screens: CBFb-RUNX1 inh, IMPase Li cell, KinaseGlo FLuc, Epigenetic derep, L3MBTL1 block, NPSR antagonist, HTT aggregate
#1 CSCC[C@H](NC(=O)OC(C)(C)C)C(=O)N/N=C/c1cccc2nccnc12
    -2%, ., ., 0.1%, -2%, 5%, 11%[9.22 µM]
#2 CN(C(=O)c1ccccc1)C1(C)CCS(=O)(=O)C1 (stereo unspecified)
    2%, -31%[38.3 µM], 0%, 0.0%, ., -20%[46.1 µM], -8%
#3 Cn1c(Cn2nnc3ccccc32)nnc1SCC(=O)c1ccc(F)cc1
    1%, -1%[38.3 µM], -6%, 5.9%, -3%, 1%[46.1 µM], 20%
#4 CCCC(=O)Nc1cc(Cl)ccc1N1CCN(C(=O)CC)CC1
    11%, 14%[38.3 µM], 2%, -1.0%, ., 0%[46.1 µM], ?
#5 CC(C)c1cccc(C(C)C)c1NC(=O)c1ccc(OCC(=O)NCc2ccccc2)cc1
    0%, -5%, 0%, 2.9%, 8%, 18%, 11%
#6 Cc1ccc(S(=O)(=O)N(CC(=O)Nc2ccc(Cl)c([N+](=O)[O-])c2)C2CCCCC2)cc1
    -5%, -9%, 2%, -0.9%, -15%, -54%, 0%
#7 C#CC(C)(C)NC(=O)CSc1nc2c(c(=O)n(C)c(=O)n2C)n1CCCC
    -7%, 10%[38.3 µM], -2%, 0.0%, 0%, 5%[46.1 µM], -21%
#8 COc1ccc(OCc2nnc(SCC(=O)NNC(=O)c3ccc(C)cc3)n2C)cc1
    -7%, 3%, -2%, 0.0%, 4%, 14%, 1%
#9 O=C(c1ccc(Br)o1)N1CCc2ccccc21
    -6%, -2%, ?, -0.4%, -26%, -3%, -7%[9.22 µM]
#10 CC(C)Oc1ccc(NC(=O)Oc2ccccc2)cc1
    5%, -10%[38.3 µM], -11%, 0.9%, -1%, -9%[46.1 µM], 3%
#11 O=C(c1ccccc1F)N1CCCC(C(=O)N2CCc3ccccc3C2)C1 (stereo unspecified)
    -1%, ., ., 1.3%, 1%, 36%, 34%[9.22 µM]
#12 Cc1ccc(C(=O)NCC(=O)NCCc2ccc(S(N)(=O)=O)cc2)s1
    -1%, ., ., -2.4%, 7%, -17%, -1%[9.22 µM]
#13 O=C(O)[C@H](Cc1ccccc1)NC(=O)N1CCN(c2cccc(C(F)(F)F)c2)CC1
    8%, ., ., 1.9%, -1%, 0%, -5%[9.22 µM]
#14 CCOc1cc(C#N)c(NC(=O)c2ccnn2C)cc1OCC
    -4%, 1%, 4%, -1.0%, 11%, 5%, -6%
#15 CCNC(=S)N(Cc1c(C)noc1C)c1ccccc1
    -4%, 0%, 0%, 1.0%, 1%, 8%, -2%
#16 Cc1ccc(C(=O)N2CCN(c3ccc([N+](=O)[O-])c(NCc4cccnc4)c3)CC2)cc1
    -21%, 6%, -1%, 0.1%, -11%, -2%, -8%
#17 COc1ccc2sc(N3C(=O)C4CC=C(C)CC4C3=O)nc2c1 (stereo unspecified)
    6%, -9%[38.3 µM], 2%, -0.6%, 6%, -12%[46.1 µM], -21%
#18 COc1cccc(-n2nnc3c(=O)n(Cc4cccc(C)c4)cnc32)c1
    7%, 38%[activator][38.3 µM], -2%, 0.9%, 33%[activator], -36%[46.1 µM], -19%
#19 CNC(=S)N/N=C/c1ccc(-c2ccc(Cl)c([N+](=O)[O-])c2)o1
    ?, 25%, -11%, -4.2%, -6%, 19%, 3%[9.22 µM]
#20 Cc1cc(C(=O)OCC(=O)NC(=O)NC(C)(C)C)c(C)o1
    3%, -13%[38.3 µM], -8%, -0.9%, -1%, -4%[46.1 µM], 5%
#21 O=C(CC1(O)C(=O)N(Cc2cccc3ccccc23)c2ccccc21)c1cccnc1 (stereo unspecified)
    -1%, 67%[activator][38.3 µM], 7%, -0.1%, ., 19%[46.1 µM], -21%
#22 CC(=O)N1CCC(N(C(=O)Nc2ccc(C)c(C)c2)C2CCCC2)CC1
    6%, 1%, 0%, 0.0%, 3%, -8%[46.1 µM], ?
#23 O=C(CNC(=O)c1ccc(Br)cc1)NCC(=O)OCC(=O)c1ccc([N+](=O)[O-])cc1
    4%, -6%, 2%, 4.8%, 5%, 14%, 3%
#24 Nc1nc(-c2ccccc2Br)cs1
    -12%, -7%, 2%, -1.0%, -4%, 23%[46.1 µM], -10%
#25 O=C(COc1ccccc1Cl)Nc1ccc(C(=O)c2ccc(C(=O)O)cc2)cc1
    -1%, 14%, 0%, -0.1%, 3%, -35%, 9%
#26 COc1ccc(-c2nc3c(c4nnc(SC(C)C(=O)Nc5ccc(C)cc5)n24)COC(C)(C)C3)cc1 (stereo unspecified)
    0%, -5%, 1%, 0.0%, 11%, -35%, -2%
#27 CCC(C)Sc1nnc(Cc2cc(=O)[nH]c(=O)[nH]2)n1-c1ccc(F)cc1 (stereo unspecified)
    -4%, -17%[38.3 µM], 2%, 3.6%, ., -1%[46.1 µM], 6%
#28 CCOC(=O)C1CCN(C(=O)Cn2cc(C#N)c3ccccc32)CC1
    -8%, 10%[38.3 µM], 0%, 0.0%, -3%, -10%[46.1 µM], -6%
#29 COc1ccc(OCC(=O)O/N=C(\N)c2ccc(OC)cc2)cc1
    ?, ., ., 0.0%, 78%[activator], -4%, -4%[9.22 µM]
#30 COc1ccc(C(=O)NC(=S)NC(C)(C)C)cc1Br
    -12%, 17%[38.3 µM], 4%, -1.1%, -5%, ?, -10%
#31 Cc1ccc([N+](=O)[O-])cc1NC(=O)c1cccs1
    6%, -4%, -1%, -1.5%, ?, -1%, 15%
#32 COc1cc(CNC(C)(C)CO)cc(Br)c1OCc1ccccc1
    -1%, 2%, -1%, 1.3%, 10%, 2%, -1%
#33 CCCCOc1ccc(-c2nc(SCC(N)=O)n[nH]2)cc1
    0%, -5%[38.3 µM], -1%, -2.8%, 2%, -6%[46.1 µM], 12%
#34 COc1cccc(OC)c1C(=O)Nc1ccc(CN2CCCCC2)cc1
    3%, 30%[38.3 µM], -3%, -1.0%, ., 9%[46.1 µM], 1%
#35 CCCCC(=O)N1CC2(C)CN(C(=O)CCCC)CC(C)(C1)C2=O
    2%, 2%[38.3 µM], 12%, -1.0%, -3%, 2%[46.1 µM], 5%
#36 Clc1ccc2nc(N3CCN(c4ccccc4)CC3)sc2c1
    -8%, -11%, -2%, 2.0%, 1%, -3%[46.1 µM], 16%
#37 CC(=O)Nc1ccc(Nc2ccccc2)cc1
    -2%, ., ., 2.0%, 3%, 22%, -15%[9.22 µM]
#38 CCCCOc1ccc(S(=O)(=O)Nc2ccc(NC(C)=O)cc2)cc1
    1%, 7%, -1%, -1.0%, 9%, -12%[46.1 µM], -5%
#39 CCOC(=O)c1c(C)nc2ccccn12
    3%, -9%[38.3 µM], -5%, ?, -4%, 11%[7.67 µM], -23%
#40 CCCNC(=O)c1noc2c1CCc1cc(OC)ccc1-2
    8%, -9%, -5%, -0.2%, ., 5%, -27%
#41 Cc1ccc(C2CC(c3ccc(NS(C)(=O)=O)cc3)=NN2C(=O)c2ccco2)cc1 (stereo unspecified)
    -1%, -2%, 0%, -1.5%, -6%, -25%, 2%
#42 COc1ccc(-c2cc(C(=O)O)c3c(C)nn(-c4ccccn4)c3n2)cc1
    3%, -7%[38.3 µM], 6%, -1.1%, 3%, -3%[46.1 µM], 3%
#43 O=C(CSc1ccsc1[N+](=O)[O-])N1CCCCC1
    4%, 0%, 0%, 1.3%, ., 8%, -8%
#44 COc1ccc(-c2nc(CSCC(=O)N3CCN(c4cccc(C)c4)C(C)C3)c(C)o2)cc1OC (stereo unspecified)
    0%, 11%, 7%, -2.1%, -24%, -7%, 5%
#45 CCN1CCN(c2cc(C)c3cc(NC(=S)N4CCOCC4)ccc3n2)CC1
    -1%, 0%, 0%, -1.4%, ., 16%, -14%
#46 O=C1CC(c2ccncc2)c2cc3c(cc2N1)OCO3 (stereo unspecified)
    1%, 2%[38.3 µM], 1%, 0.0%, -13%[11.4 µM], 0%[46.1 µM], -31%
#47 CCOC(=O)CSc1nsc(SCC(=O)OCC)c1C#N
    -4%, 1%, 3%, -0.8%, -11%, 9%[46.1 µM], -3%
#48 CCN(CC)S(=O)(=O)c1ccc(C(=O)N2CCN=C2SC)cc1
    2%, 4%, -1%, 0.0%, 15%, 9%, 19%
#49 COc1ccc(NC2CS(=O)(=O)CC2NCc2ccco2)cc1 (stereo unspecified)
    0%, 6%[38.3 µM], -4%, -1.0%, ., -11%[46.1 µM], ?
#50 CCOC(=O)C1CCN(C(=O)C2(NC(=O)NC3CCCCC3)CCCCC2)CC1
    1%, 16%, -1%, 1.0%, -18%, 2%, 25%[9.22 µM]
#51 Cc1ccc(C(=O)NCC(=O)OCC(=O)Nc2ccccc2[N+](=O)[O-])cc1
    -6%, -1%, 0%, -0.9%, -34%, 27%, 12%
#52 CCCN1Cc2cccc(C(=O)Nc3ccc(CN4CCCC4)cc3)c2C1=O
    -9%, 10%, -1%, 0.0%, -1%, 23%, 1%
#53 COc1ccc(Cl)c2c1[nH]c1nc(SCc3ccccn3)nnc12
    -4%, 17%, 12%, 0.0%, ., -30%, ?
#54 O=C1C2C3c4ccccc4C(c4ccccc43)C2C(=O)N1c1ccncc1 (stereo unspecified)
    7%, 3%, 1%, -4.8%, 11%, -9%, -9%[9.22 µM]
#55 C=CCn1c(-c2csc3c2CCC(C)C3)n[nH]c1=S (stereo unspecified)
    -6%, 10%, -1%, 1.0%, -4%, -20%, 13%

Seven entries picked at random from the list so far, as already listed:
Sequence of screens: CBFb-RUNX1 inh, IMPase Li cell, KinaseGlo FLuc, Epigenetic derep, L3MBTL1 block, NPSR antagonist, HTT aggregate
#13 O=C(O)[C@H](Cc1ccccc1)NC(=O)N1CCN(c2cccc(C(F)(F)F)c2)CC1
    8%, ., ., 1.9%, -1%, 0%, -5%[9.22 µM]
#1 CSCC[C@H](NC(=O)OC(C)(C)C)C(=O)N/N=C/c1cccc2nccnc12
    -2%, ., ., 0.1%, -2%, 5%, 11%[9.22 µM]
#7 C#CC(C)(C)NC(=O)CSc1nc2c(c(=O)n(C)c(=O)n2C)n1CCCC
    -7%, 10%[38.3 µM], -2%, 0.0%, 0%, 5%[46.1 µM], -21%
#21 O=C(CC1(O)C(=O)N(Cc2cccc3ccccc23)c2ccccc21)c1cccnc1 (stereo unspecified)
    -1%, 67%[activator][38.3 µM], 7%, -0.1%, ., 19%[46.1 µM], -21%
#31 Cc1ccc([N+](=O)[O-])cc1NC(=O)c1cccs1
    6%, -4%, -1%, -1.5%, ?, -1%, 15%
#30 COc1ccc(C(=O)NC(=S)NC(C)(C)C)cc1Br
    -12%, 17%[38.3 µM], 4%, -1.1%, -5%, ?, -10%
#50 CCOC(=O)C1CCN(C(=O)C2(NC(=O)NC3CCCCC3)CCCCC2)CC1
    1%, 16%, -1%, 1.0%, -18%, 2%, 25%[9.22 µM]

Assay outcomes (PubChem BioAssay)
